# NLRP3 yeast inh – NALP3 inflammasome inhibitors in reconstituted yeast, primary screen, luminescence, uHTS | Yeast reconstituted NLRP3/ASC/caspase-1, beta-gal luminescence, 24 h | inhibition, % at 10 µM | actives 0.39% (n = 330,000) | AID 2825, 2010;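 active = inhibition of 50% or more; inactive = inhibition below 50%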;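 note: plate controls were induced DMSO wells for no effect and uninduced yeast grown without galactose for full effect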
# SENP8 block-1 – SENP8 protease inhibitors, primary screen, biochemical, luminescence | Sentrin-specific protease 8 (Homo sapiens), Q96LD8 | purified SENP8, Z-RLRGG-aminoluciferin cleavage | inhibition, % at 10 µM | actives 1.2% (n = 330,000) | AID 2540, 2010; in the data active = inhibition above about 50%
# SENP1 inh – human SENP1 catalytic domain inhibitors, primary screen, biochemical, FRET, uHTS | Sentrin-specific protease 1 (Homo sapiens), Q9P0U3 | recombinant SENP1 catalytic domain, CyPet-SUMO1-YPet FRET cleavage | inhibition, % at 10 µM | actives 0.21% (n = 360,000);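 active = inhibition at least 30% at 10 µM, raw YFP signal under a set limit, fluorescence ratio 0.5 to 1.5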;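 note: 0% = enzyme with DMSO and 100% = no enzyme wells; some results filed as inactive read as strong as hits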
#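 Test system: hSENP1 catalytic domain, recombinant; Amount: 20 pM final SENP1 enzyme; Medium: Tris pH 8 buffer plus EDTA, NaCl, BME, BSA, NP40, catalase; Schedule: 50 min enzyme reaction, room temperature, light-protected; Technique: FRET fluorescence in CFP and YFP emission channels; Controls: no-enzyme wells low, DMSO-plus-enzyme wells high control.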
# SENP7 block – SENP7 protease inhibitors, primary screen, biochemical, luminescence, uHTS. Sentrin-specific protease 7 (Homo sapiens), Q9BQF6. recombinant SENP7, Z-RLRGG-aminoluciferin luminescence, 40 min. inhibition, % at 5 µM. actives 1.5% (n = 330,000);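 active = inhibition above about 50% at the single test dose, limit read from the data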;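 note: plate controls were DMSO with enzyme for no effect and no enzyme buffer wells for full effect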
# Apaf1 inhib – inhibitors of human Apaf-1 apoptosome, primary screen, biochemical, DEVD-Rh110 fluorescence, uHTS | Apoptotic protease-activating factor 1 (Homo sapiens), O14727 | reconstituted apoptosome caspase-3 activity | inhibition, % at 20 µM | actives 0.71% (n = 330,000); active = inhibition of at least 40% at 20 µM;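 note: plate controls were DMSO wells for no effect and DEVD-CHO caspase inhibitor wells for full effect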
# Target sequence (O14727 whole entry, looked up): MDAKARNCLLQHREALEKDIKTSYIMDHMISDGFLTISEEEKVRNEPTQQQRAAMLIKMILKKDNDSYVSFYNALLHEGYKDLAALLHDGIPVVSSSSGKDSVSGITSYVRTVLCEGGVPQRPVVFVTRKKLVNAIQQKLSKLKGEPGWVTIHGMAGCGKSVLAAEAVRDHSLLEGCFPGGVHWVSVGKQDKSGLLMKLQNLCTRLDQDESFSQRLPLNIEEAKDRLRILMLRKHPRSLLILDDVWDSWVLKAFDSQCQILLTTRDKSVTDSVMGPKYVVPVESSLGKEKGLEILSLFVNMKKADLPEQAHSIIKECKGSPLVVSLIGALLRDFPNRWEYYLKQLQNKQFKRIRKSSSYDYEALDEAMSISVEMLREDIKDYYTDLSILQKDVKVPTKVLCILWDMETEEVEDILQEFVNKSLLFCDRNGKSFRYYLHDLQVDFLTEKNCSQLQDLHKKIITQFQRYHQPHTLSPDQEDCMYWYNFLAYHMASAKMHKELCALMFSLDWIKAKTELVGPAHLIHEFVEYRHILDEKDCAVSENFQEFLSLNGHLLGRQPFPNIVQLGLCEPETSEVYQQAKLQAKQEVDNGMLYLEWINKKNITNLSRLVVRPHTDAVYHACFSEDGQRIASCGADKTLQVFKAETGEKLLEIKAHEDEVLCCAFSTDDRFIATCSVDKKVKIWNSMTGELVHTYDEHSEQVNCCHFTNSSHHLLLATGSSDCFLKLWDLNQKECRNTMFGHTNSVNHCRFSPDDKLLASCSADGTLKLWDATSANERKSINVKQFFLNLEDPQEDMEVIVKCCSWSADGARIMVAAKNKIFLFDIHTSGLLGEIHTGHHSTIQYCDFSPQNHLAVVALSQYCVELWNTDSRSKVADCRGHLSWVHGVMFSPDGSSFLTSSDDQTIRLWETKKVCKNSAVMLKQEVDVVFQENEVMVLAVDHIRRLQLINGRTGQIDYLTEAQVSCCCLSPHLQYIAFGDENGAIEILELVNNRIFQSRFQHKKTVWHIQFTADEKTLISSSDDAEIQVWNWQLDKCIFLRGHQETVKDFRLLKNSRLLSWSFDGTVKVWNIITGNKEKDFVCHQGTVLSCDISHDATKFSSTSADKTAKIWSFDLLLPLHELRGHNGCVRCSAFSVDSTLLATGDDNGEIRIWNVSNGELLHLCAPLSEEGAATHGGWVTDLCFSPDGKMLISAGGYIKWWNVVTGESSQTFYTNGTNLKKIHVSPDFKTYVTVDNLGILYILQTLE
#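 System – cell-free apoptosome with Apaf-1, procaspase-3 and caspase-9 · Buffer or medium – pH 7.5 Hepes buffer with CHAPS, BSA, DTT · Also added – cytochrome c with DEVD-Rh110 · Times – 30 min compound preincubation, 50 min activation, room temperature · Technique – Rh110 fluorescence intensity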
# SENP6 block – SENP6 protease inhibitors, primary screen, biochemical, luminescence, uHTS; inhibition, % at 10 µM; Recombinant SENP6 catalytic domain, aminoluciferin luminescence; Sentrin-specific protease 6 (Homo sapiens), Q9GZR1; actives 1.8% (n = 330,000);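 active = inhibition above about 50% at the single tested dose, limit read from the data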;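 note: plate controls were DMSO wells with enzyme for no effect and DMSO wells lacking enzyme for full effect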
# SENP8 block-2 – human SENP8 protease inhibitors, primary screen, biochemical, fluorescence, Nedd8 protein substrate, uHTS. Sentrin-specific protease 8 (Homo sapiens), Q96LD8. recombinant SENP8. inhibition, % at 20 µM. actives 0.64% (n = 360,000). AID 602440, 2012; in the data active = inhibition mostly above about 40%, no sharp cut-off; inactive = mostly below about 27%
# PfGluPho inh – PfG6PD enzyme inhibitors, primary screen, biochemical, fluorescence intensity, uHTS; inhibition, % at 20 µM; AID 504690, 2011; actives 0.78% (n = 350,000); PfGluPho enzyme, NADPH resazurin-diaphorase fluorescence; glucose-6-phosphate dehydrogenase-6-phosphogluconolactonase (Plasmodium falciparum 3D7);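 active = inhibition reaching at least a set limit at 20 µM in the primary screen, cut at about 59% in these data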;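 note: 0% = DMSO wells with substrate and 100% = DMSO wells lacking glucose-6-phosphate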
# HKDC1 inhibitor – HKDC1 hexokinase inhibitors, primary screen, biochemical, fluorescence, uHTS; recombinant HKDC1, G6PDH/diaphorase resazurin coupled fluorescence; actives 0.16% (n = 340,000); inhibition, % at 20 µM;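 active = inhibition above about 35% when tested at 20 µM, limit read from the data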;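 note: plate controls were DMSO wells with enzyme for no effect and DMSO wells lacking enzyme for full effect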
#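 Test system: recombinant HKDC1 (HK5) hexokinase enzyme, produced in-house; Amount: enzyme 5 µg/mL final; Buffer or medium: Tris pH 8.0 buffer with MgCl2, Tween-20, BSA, BME; Reagent: glucose and ATP substrates; Doses: 20 µM test compound, 1% DMSO; Incubation: 90 min reaction incubation at room temperature, dark; Detection: resorufin fluorescence at 613 nm.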
# * = called active by the depositor; x = not tested or not shown. An unsorted share of the library. Share with any hit: about 4.1%.
SMILES,NLRP3 yeast inh,SENP8 block-1,SENP1 inh,SENP7 block,Apaf1 inhib,SENP6 block,SENP8 block-2,PfGluPho inh,HKDC1 inhibitor
COc1ccc(CCN(C)C(=O)c2cc(S(=O)(=O)NCc3ccccc3)ccc2C)cc1OC,9.6,-6.8,1.6,6.0,24.3,-14.1,12.8,-1.6,0.4
O=C(Nc1cccc(S(=O)(=O)N2CCCCCC2)c1)c1cc(=O)c2ccccc2o1,-0.7,7.4,7.3,8.5,-4.8,14.6,9.4,9.1,3.6
Cc1ccc2[nH]c(C(=O)NN=C3CCCCC3)c(-c3ccccc3)c2c1,-4.9,-9.5,-4.9,-1.5,19.4,-2.5,-130.3,3.2,2.0
Cc1cccc(NC(=S)N(CCN(C)C)Cc2cc3cc(C)ccc3[nH]c2=O)c1,0.4,-4.3,-1.5,6.0,13.3,-5.1,-10.5,-5.4,-6.0
C[C@]12c3[nH]c4ccc(Cl)cc4c3CCN1C(=O)[C@@H](CC(=O)NCCc1ccccn1)C[C@@H]2C(=O)N1CCOCC1,x,x,1.5,-2.9,9.9,x,3.6,7.1,-3.1
O=C(NC(=S)NCC1CCCO1)c1ccc(Cl)cc1Cl (stereo not drawn),-30.3,1.3,-0.8,-0.7,0.4,-8.3,2.9,6.8,-1.9
COC(=O)c1cc(S(=O)(=O)N2CCN(c3cccc(OC)c3)CC2)cn1C,20.4,9.2,0.1,2.1,-0.4,-0.8,3.8,-3.4,0.0
Cc1noc(C)c1COc1ccccc1C(=O)NC(C)c1ccc(Cl)cc1 (stereo not drawn),3.4,-11.7,1.0,-7.3,13.0,-14.8,10.7,7.1,3.1
COc1cc(/C=N/NC(=O)c2ccncc2)cc2c1OCO2,-1.9,-2.4,1.5,-3.6,1.0,-0.7,-1.1,-10.4,-5.2
CCOC(=O)CCCNC(=O)CN1CCC(c2nc3ccccc3s2)CC1,18.3,-0.1,-1.5,4.7,-4.3,-1.8,13.9,1.8,-5.5
Cc1ccc(S(=O)(=O)n2ccc(-c3cccc(OCc4c(F)cccc4Cl)c3)n2)cc1,6.2,1.7,3.0,-1.5,1.1,5.9,28.6,-18.9,2.6
CC(=O)N(Cc1cccs1)Cc1cc2cc(C)c(C)cc2nc1Cl,14.9,-6.3,-0.6,-9.9,13.3,-31.7,-17.9,1.4,9.4
Cc1c[n+](C)ccc1CC1C([N+](=O)[O-])=C[N-]c2ncnn21 (stereo not drawn),x,x,-47.6,x,x,x,1.5,6.3,-6.2
CCOC(=O)c1c(NC(N)=O)sc(C)c1C,12.9,5.9,1.0,3.2,3.3,2.6,3.0,-11.2,-4.6
CCn1nc(C)c(CN2CCC(n3nccc3NC(=O)Cc3ccccc3)CC2)c1C,8.1,-8.3,0.0,3.6,-4.6,8.2,4.1,2.0,-7.5
Cc1noc(C)c1COc1ccc(C(=O)N2CCN(S(=O)(=O)c3cccc(F)c3)CC2)cc1,10.9,-1.3,0.2,-7.1,3.6,-2.0,17.8,5.7,-6.9
O=C1/C(=C\c2ccsc2)NC(=S)N1c1ccccc1,-3.2,-0.4,-24.6,11.4,-15.0,12.1,12.1,-9.2,0.8
O=C(OCC(=O)N1CCc2ccccc2C1)c1ccc(F)cc1Cl,10.4,-17.4,2.0,-1.8,20.1,-10.6,15.1,-12.9,-3.8
O=C(NCc1ccccc1)C1CCCN(C(=O)c2ccc(F)cc2)C1 (stereo not drawn),22.2,1.5,1.4,-2.8,-6.6,-12.0,1.1,3.7,-3.8
CCOc1ccc(N2C(=O)CC(SCc3nc4ccccc4[nH]3)C2=O)cc1 (stereo not drawn),3.3,6.6,-0.9,1.4,0.3,10.3,-21.7,-15.0,17.9
O=C(O)/C=C/C(=O)Nc1cccc(C(F)(F)F)c1,-2.2,2.6,2.3,4.1,-21.6,-3.9,18.7,-5.4,-2.2
Cc1cc(C(=O)CSc2nnc(CCC(N)=O)n2C)c(C)n1C1CC1,1.9,6.5,0.2,-1.4,3.3,-10.9,9.3,19.0,-3.5
CCNC(=O)CC1C(=O)N(c2ccc(F)cc2)C(=O)N1Cc1ccccn1 (stereo not drawn),3.0,-0.1,3.0,-3.2,-13.2,-1.0,6.9,0.2,-8.1
O=Cc1ccc(OCc2cn(CC(=O)c3ccc(O)cc3)nn2)cc1,x,x,-1.3,x,x,x,4.1,-12.7,-6.5
O=S1(=O)N=C(N(CCO)/N=C/c2ccncc2)c2ccccc21,10.2,6.8,-0.1,-2.4,-4.4,1.8,-9.8,-19.8,5.6
# Additional structures follow:
SMILES,NLRP3 yeast inh,SENP8 block-1,SENP1 inh,SENP7 block,Apaf1 inhib,SENP6 block,SENP8 block-2,PfGluPho inh,HKDC1 inhibitor
COCCn1c(=S)[nH]c2cc(C(=O)N(CCO)Cc3ccccc3)ccc2c1=O,8.1,1.6,0.0,-4.2,-2.3,8.8,-1.3,-9.4,-14.1
Cc1cc(C)cc(C(=O)OCC(=O)Nc2ncccn2)c1,-7.6,-10.6,-0.7,4.3,-3.2,-5.0,-143.2,9.6,5.4
COc1ccc(/C=N/n2cnn(Cc3ccccc3Cl)c2=S)cc1,26.4,0.4,1.2,0.5,8.0,-16.0,20.5,27.1,-4.5
Cc1cc(C)c(S(=O)(=O)N2CCN(C(=O)C3CC3)CC2)c(C)c1,0.1,-2.3,-0.5,1.3,3.7,-16.4,9.0,11.5,-0.2
Cc1ccc2occ(C(=O)c3ccco3)c(=O)c2c1,7.6,2.4,-0.8,1.5,-4.7,-10.3,-1.2,-9.1,6.8
CC(=O)NCCC(=O)Nc1cc(S(=O)(=O)N2CCOCC2)ccc1Oc1ccccc1,17.5,2.7,-0.6,-4.2,1.7,-4.6,1.3,-4.6,2.5
Cn1c(C(=O)N2CCOCC2)cc2c(=O)n3ccccc3nc21,9.5,0.4,-71.4,-1.1,1.8,-1.6,-387.4,-2.4,-2.9
COc1ccccc1CCN=C(N)NS(=O)(=O)c1ccccc1F,7.9,-0.6,0.9,6.5,9.9,8.2,1.7,17.3,-3.1
CCN(CC)S(=O)(=O)c1ccc(C)c(NC(=O)CSc2ncc(C(F)(F)F)cc2Cl)c1,7.2,-5.5,2.6,1.2,4.0,5.3,11.1,-32.8,10.9
CSc1ccc(C(=S)N2CCCCCC2)cc1,22.5,-5.4,-3.1,-10.2,-1.3,-6.2,14.9,-4.8,-2.6
c1ccc(Cn2nnnc2C(c2ccccn2)N2CCN(c3ccccc3)CC2)cc1 (stereo not drawn),-16.9,-7.1,0.4,0.1,11.5,-15.3,26.0,-17.3,-10.1
Cc1cnc(C(=O)OCC(=O)Nc2ncc(Cl)cc2Cl)cn1,3.0,-11.6,-4.8,-14.9,2.3,-15.0,-4.7,0.8,-4.3
O=C(/C=C/c1ccco1)NC(=S)Nc1ccccc1O,4.0,7.7,5.4,7.1,0.9,17.2,12.3,-4.4,-6.0
c1ccc2c(c1)[nH]c1c(NCC3CCCO3)ncnc12 (stereo not drawn),8.8,-4.6,-2.0,7.4,12.0,-21.0,-303.9,-1.1,-0.5
O=C(N/N=C/c1ccc2c(c1)OCO2)c1ccc2c(c1)OCCO2,8.7,-14.3,-0.3,0.7,-4.7,-20.8,-75.4,-16.8,0.8
CC(C)(C)c1nc2ccccc2c(=O)n1N1C(=O)c2ccccc2C1=O,26.2,5.8,1.3,-2.9,11.7,-15.9,21.1,-10.5,11.7
O=S(=O)(NCc1ccccc1F)NCc1ccccc1F,38.1,1.3,0.6,2.8,5.5,4.5,14.2,2.1,-4.6
O=C(COC(=O)/C=C/c1ccc(Cl)cc1)Nc1ccc2[nH]c(=O)[nH]c2c1,4.9,4.0,1.4,-1.2,-5.4,-0.7,14.8,1.7,2.8
CCN(CC(=O)N1CCCCCC1)S(=O)(=O)c1ccc(Cl)cc1,11.7,-9.4,4.3,-18.7,2.9,-13.1,33.6,-3.5,-6.1
O=C(Nc1ccc(C(=O)N2CCOCC2)cc1)Nc1cccc2ccccc12,19.9,16.6,0.8,24.8,9.7,25.6,-26.3,1.0,-3.4
CCC(C)Sc1cc(C)c(C#N)c2nc3ccccc3n12 (stereo not drawn),34.3,0.1,-26.5,-2.1,12.1,3.5,-221.1,11.2,4.0
COc1ccc(N/C=C(\C(C)=O)c2ccc(OC)c(OC)c2)cc1OC,11.5,-9.3,-8.1,7.0,-0.1,5.8,-20.8,13.2,-0.8
O=C1C2CCCCN2C(=O)N1CCN1CCN(c2ccc(F)cc2)CC1 (stereo not drawn),x,x,1.1,x,x,x,2.2,-10.0,0.8
CN1CCN(S(=O)(=O)c2ccc(NC(=O)Cc3ccc([N+](=O)[O-])cc3)cc2)CC1,10.7,-0.3,4.1,3.4,6.1,-15.3,13.2,-2.2,-2.9
O=C(c1ccc2[nH]c(=O)c(=O)[nH]c2c1)N1CCN(c2ccccc2)CC1,-3.5,5.9,1.5,-2.0,2.7,-0.8,-50.8,-5.7,-0.4
O=C(Nc1nc(-c2ccc(F)cc2)cs1)c1ccc(N2C(=O)CCC2=O)cc1,-2.3,-11.5,3.4,9.7,7.4,-12.9,-16.0,-15.7,4.5
CCOC(=O)C(NCc1ccccn1)(NC(=O)c1cccnc1)C(F)(F)F (stereo not drawn),11.3,1.1,-8.3,-0.2,-3.5,-21.8,-9.1,-3.9,3.8
CCCCCCCCN1[C@@H](CC(=O)O)c2cc(C(F)(F)F)ccc2S1(=O)=O,7.7,-6.6,0.1,-6.5,1.2,-5.8,-0.3,-10.0,13.8
CCCOc1ccc(C(=O)NC(=S)NNC(=O)c2c(-c3ccccc3)noc2C)cc1,20.3,2.3,0.8,-1.7,7.7,-1.5,7.0,-43.7,-35.8

# High-throughput results (PubChem BioAssay)
